M. tuberculosis GlmU: inhibition of mycobacterial GlmU enzyme – biochemical, glucosamine-1-phosphate acetyltransferase (AID 1376); hit rate 0.25% among 220,000; Bifunctional protein GlmU (Mycobacterium tuberculosis (strain ATCC 25618 / H37Rv)); M. tuberculosis GlmU acetyltransferase enzyme assay; higher % means a stronger effect; inhibition, %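 (tested at 30 µM in the primary screen)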; hits with a dose series show IC50 in µM; in the data active means inhibition above about 13%;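 further: 0% = complete reaction with vehicle and 100% = reaction without substrate; strong numbers were not always called active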
Mtb RmlCD inh: M. tuberculosis RmlC/RmlD coupled enzyme inhibitors, primary screen, biochemical, compound mixtures, 384-well, from 1536-well plates | dTDP-4-dehydrorhamnose reductase (Mycobacterium tuberculosis (strain ATCC 25618 / H37Rv)) … | AID 1533, 2009 | RmlC+RmlD coupled enzyme assay, percent inhibition; primary screen in compound mixtures | hit rate 0.03% among 160,000 | inhibition, % at 3.6 µM; in the data active means inhibition mostly above about 34%, no sharp cut-off; further: some results filed as inactive read as strong as hits
Target sequence (P9WH09 whole entry, looked up): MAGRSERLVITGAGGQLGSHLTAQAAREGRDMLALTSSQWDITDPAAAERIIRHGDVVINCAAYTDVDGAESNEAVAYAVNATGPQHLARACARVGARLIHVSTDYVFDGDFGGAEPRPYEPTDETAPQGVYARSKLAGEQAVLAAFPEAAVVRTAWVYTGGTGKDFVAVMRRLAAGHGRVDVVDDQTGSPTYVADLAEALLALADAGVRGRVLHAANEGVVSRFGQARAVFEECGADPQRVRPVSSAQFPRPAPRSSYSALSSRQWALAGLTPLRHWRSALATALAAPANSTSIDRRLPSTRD
Target sequence (P9WH11 whole entry, looked up): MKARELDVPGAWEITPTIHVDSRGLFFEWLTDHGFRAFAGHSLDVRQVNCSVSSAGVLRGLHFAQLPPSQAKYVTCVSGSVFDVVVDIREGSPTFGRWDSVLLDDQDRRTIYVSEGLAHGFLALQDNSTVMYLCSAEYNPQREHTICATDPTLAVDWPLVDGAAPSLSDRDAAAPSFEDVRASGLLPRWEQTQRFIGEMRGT
* = called active by the depositor; · = no result given.

Sequence of screens: M. tuberculosis GlmU, Mtb RmlCD inh
- CCOC(=O)C1=C(C)NC(=S)N(C=O)C1c1ccccc1 (centres undefined)
  0.6%, 5
- COCCC(=O)NNS(=O)(=O)c1ccc(Cl)cc1
  0.6%, -4
- COc1ccccc1N/C(N)=N/c1nc(C)cc(C)n1
  3.1%, ·
- CCCCNS(=O)(=O)c1ccc2nc(SCC(=O)Nc3ccccc3Cl)[nH]c2c1
  -8.4%, 23
- Cc1noc2ncnc(Oc3ccc(C(C)(C)C)cc3)c12
  -2.0%, 9
- CC1CN(Cc2ccccc2)C(C)CC1O (centres undefined)
  -3.2%, -15
- CC(C)(CNC(=O)c1cccs1)CNC(=O)c1cccs1
  -1.8%, -3
- CC(C)C(=O)N(Cc1cc2ccccc2[nH]c1=O)C(C)C
  -6.4%, -10
- Cc1c(NC(N)=O)c(=O)n(-c2ccccc2)n1C
  -4.4%, -7
- CC[C@@H](C)CN1C(=O)N[C@@H](CCc2ccccc2)C(C(C)=O)=C1C
  1.2%, ·
- CC1CN(S(=O)(=O)c2ccc(C(=O)Nc3nnc(-c4ccc5c(c4)CCCC5)o3)cc2)CC(C)O1 (centres undefined)
  -4.0%, 5
- Cc1cc(O)c(C(C)C)cc1NC1=NS(=O)(=O)c2ccccc21
  1.9%, ·
- CCNC(=O)CCC(=O)Nc1cc(Cl)ccc1C
  -4.0%, 9
- Cc1ccc(C(=O)C2=C(O)C(=O)N(CCN3CCOCC3)C2c2ccccn2)o1 (centres undefined)
  2.6%, 0
- Cc1ccc(CNC(=O)C23CN(Cc4ccccc4)CC2C(c2cccc([N+](=O)[O-])c2)=NO3)cc1 (centres undefined)
  -5.4%, -6

Sorted by length of the SMILES (descending): some entries from above.
Sequence of screens: M. tuberculosis GlmU, Mtb RmlCD inh
- CC1CN(S(=O)(=O)c2ccc(C(=O)Nc3nnc(-c4ccc5c(c4)CCCC5)o3)cc2)CC(C)O1 (centres undefined)
  -4.0%, 5
- Cc1noc2ncnc(Oc3ccc(C(C)(C)C)cc3)c12
  -2.0%, 9
- Cc1c(NC(N)=O)c(=O)n(-c2ccccc2)n1C
  -4.4%, -7

Additional results follow:
Sequence of screens: M. tuberculosis GlmU, Mtb RmlCD inh
- O=C1CCCCc2sc(Br)c([N+](=O)[O-])c2N1
  0.3%, -11
- CCCCOc1cccc(C(=O)NC(=S)Nc2cccc(NC(=O)c3ccccc3Cl)c2)c1
  1.9%, ·
- CSc1nsc(SCc2ccc(F)cc2)n1
  4.4%, -10
- C=CCNC(=O)c1onc(CSc2ccc(C(C)C)cc2)c1C(=O)O
  0.7%, ·
- CCCCc1noc(-c2c(-c3ccccc3Cl)noc2C)n1
  -4.2%, 19
- O=S1(=O)C=C(Sc2nc3cc(Cl)ccc3o2)c2ccccc21
  -0.9%, ·
- CN(C)S(=O)(=O)c1ccc(N2CCCC2)c(C(=O)NC(c2ccccc2)c2ccccc2)c1
  2.1%, ·
- O=C(c1ccc(Cl)c(Cl)c1)N1CCC(=O)N(C(CO)Cc2ccccc2)CC1 (centres undefined)
  0.1%, ·
- COc1cnc(-c2ccccn2)nc1Sc1c(Cl)cccc1Cl
  4.4%, 3
- C=CCn1c(C(CCCC)CC(O)COCC(C)C)n[nH]c1=S (centres undefined)
  1.0%, -6
- COc1cc(/C=C(\NC(C)=O)C(=O)Nc2cccc(O)c2)ccc1OC(C)=O
  1.9%, ·
- CCCCCCC(=O)NNC(=O)c1c(O)c2ccccc2n(CC)c1=O
  -1.1%, 1
- CCOC(=O)COn1c2c(c3c4no[n+]([O-])c4ccc31)CCCC2
  0.4%, ·
- Cc1nc[nH]c(=O)c1Br
  2.5%, -11
- Cc1cc(C)c2c(n1)nn1c(C3CC3)cc(C(F)(F)F)nc21
  -3.4%, ·
- O=c1oc2cc(Oc3c([N+](=O)[O-])cc(C(F)(F)F)cc3[N+](=O)[O-])ccc2c2c1CCCC2
  3.3%, 11
- COc1ccc(N(C(=O)CSCC(=O)Nc2cc(C)on2)C(C(=O)NC2CCCCC2)c2ccc(O)c(O)c2)cc1 (centres undefined)
  1.9%, -7
- CCc1nnc(N/N=C/c2ccc(-c3ccc([N+](=O)[O-])cc3)o2)n1N
  3.8%, ·
- Cc1ccccc1NS(=O)(=O)c1ccc(NC(=O)CSCc2ccc(Br)cc2)cc1
  1.4%, ·
- O=C(COC(=O)/C=C/c1ccc(Cl)cc1)Nc1ccc2c(c1)OCCO2
  -2.4%, -9
- Cc1nnc(Sc2cc(NCCCO)c([N+](=O)[O-])c3nonc23)s1
  78µM*, -9
- O=C(O)Cc1ccc(NC(=O)CCN2C(=O)c3ccc([N+](=O)[O-])cc3C2=O)cc1
  -0.1%, 3
- COc1ccc(Cl)cc1NC(=O)CN(C)CC(=O)Nc1ccc(C)cc1Br
  7.7%, -3
- Cn1c(C2=C(O)CN(c3ccccc3)C2=N)nc2ccccc21
  -7.0%, -8
- CCc1nnc(NC(=O)CCC(=O)N2CCN(C3c4ccccc4-c4ccccc43)CC2)s1
  8.2%, -5
- O=C(NCCCN1CCOCC1)c1ccc(Br)s1
  -0.4%, -10
- COc1ccc(/C(C)=N/NC(=O)c2ccc(CSc3cccc4cccnc34)cc2)cc1OC
  -0.8%, 4
- CCn1cc(Cl)c(C(=O)Nc2ccc3c(c2)OCCO3)n1
  1.5%, 5
- C=CCNc1nc(C2(C)CC3(CC(C)(C)OC3=O)C(=O)O2)cs1 (centres undefined)
  1.5%, 62
- CCOC(=O)C1CCN(CCC(=O)Nc2cccc(Cl)c2)CC1
  -2.3%, ·
- Cc1cc(NC(=O)COC(=O)c2oc3c(Cl)cccc3c2C)no1
  -0.7%, -10
- CN(CCCNC(=O)c1ccc(/C=N/O)nc1)CCCN(C)Cc1ccccc1
  -5.2%, 6
- Cc1ccc(C(=O)NCCNC(=O)CN2CCOCC2)cc1
  ·, -6
- Cc1c(Cl)cccc1NC(=S)N=Nc1c(O)n(CN2CCOCC2)c2ccccc12
  -1.4%, ·
- Cc1ccc(S(=O)(=O)c2nc(S(C)(=O)=O)sc2NCC2CCCO2)cc1 (centres undefined)
  7.6%, ·
- COC(=O)C1=C(NC(=O)c2ccc(Br)cc2)CCS1
  -1.0%, 38
- O=C(C(=O)N1CCOCC1)c1cn(Cc2c(F)cccc2Cl)c2ccccc12
  -0.5%, 5
- CCc1cccc(C)c1NC(=O)Nc1ccc2c(c1)OCO2
  -4.1%, 13
- COCc1cc(C)nc2sc(C(=O)NCCO)c(-n3cccc3)c12
  1.1%, -1
- COc1cccc(/C=N/NC(=O)c2cnccn2)c1
  -2.2%, 5
- CNC(=O)c1sccc1-n1cccc1
  0.2%, -6
- O=C(CN(CCc1ccccc1)C(=O)CNS(=O)(=O)c1ccc(F)cc1)NCC1CCCO1 (centres undefined)
  2.7%, -9
- COc1cccc(-c2nn(C)c3sc(C(=O)NCc4ccc5c(c4)OCO5)cc23)c1
  7.9%, -6
- Oc1ccc(Cc2ccc(Cl)cc2)c(O)c1
  -0.7%, 7
- CN1CCN(/N=C/c2ccc(C#N)cc2)CC1
  -5.8%, 9
- CCCCN(CCCC)C(=O)/C=C/c1cccc([N+](=O)[O-])c1
  -0.8%, 10
- O=C(COC(=O)C1CC2C=CC1C2)Nc1cccc(S(=O)(=O)N2CCOCC2)c1 (centres undefined)
  1.1%, 20
- COc1ccc(-n2c(=O)[nH]c3c(C(N)=O)nc(C4CCCCC4)nc32)cc1
  1.0%, -10
- Cn1ncc2c(Nc3ccc(O)cc3)nc(Cl)nc21
  ·, 12
- Cc1cccc(C)c1NC(=O)C(c1ccc([N+](=O)[O-])cc1)N1CCCCC1 (centres undefined)
  1.2%, 7
- CC1=C(C(=O)OCC2CCCO2)C(c2ccc(O)cc2)NC(=O)N1 (centres undefined)
  6.5%, 7
- C=CCOC(=O)C1=C(C)Nc2ncnn2C1c1cc(Br)ccc1F (centres undefined)
  -1.4%, 0
- COc1ccc2nc(NC(=S)N(C)C)sc2c1
  5.4%, ·
- CC(=O)OC1c2ccccc2C(=O)N1c1ccccc1C (centres undefined)
  -3.1%, ·
- COCCNC(=O)CCc1nnc(Cc2ccc(-c3ccccc3)cc2)o1
  1.4%, 3
- CCOC(=O)Cc1csc(NC(=O)CSc2ncnc3c2cnn3-c2ccccc2Cl)n1
  -2.4%, -15
- Nc1ccc(OCc2ccccc2)cc1
  3.1%, ·
- CCOC(=O)c1c(C)[nH]c(C(=O)COC(=O)CCC(=O)c2ccc3c(c2)OCCO3)c1C
  11%, 1
- O=C(NN=C1CCCC1)c1cccs1
  -5.7%, ·
- O=C(NC1CCCCC1)N1CCN(c2ccccc2)CC1
  -1.1%, ·

Next entries follow.
Sequence of screens: M. tuberculosis GlmU, Mtb RmlCD inh
- O=[N+]([O-])c1nn(-c2ccc3c(c2)OCCO3)n(O)c1=Nc1ccccc1
  6.0%, -9
- Cn1c(SCC(=O)NCCN2C(=O)CSC2=O)nnc1-c1ccccc1
  2.4%, 0
- Cc1nc(SCC(=O)c2cc3ccccc3oc2=O)c(C#N)c(-c2ccccc2)c1C(=O)Nc1ccccc1
  0.2%, -10
- CSc1nc(O)c(Cc2ccccc2)c(=O)[nH]1
  -1.8%, 9
- c1ccc(C2=NP(N3CCOCC3)(N3CCOCC3)=NC(N3CCOCC3)=N2)cc1
  2.0%, -14
- COc1ccc(-c2csc3ncnc(NCCN4CCOCC4)c23)cc1
  4.2%, ·
- CCCC1=NN(C(=O)CCc2ccccc2O)C(O)(C(F)(F)F)C1 (centres undefined)
  -1.6%, 6
- CCOC(=O)c1ccccc1NC1c2ccccc2C(=O)N1c1ccc(C)cn1 (centres undefined)
  -0.4%, 6
- O=C(O)c1cccc(NC(=S)N/N=C/c2ccccn2)c1
  0.1%, -7
- COc1ccc(-n2nnnc2SCC(=O)NCCc2ccccc2)cc1OC
  0.6%, ·
- CCCCCOC(=O)c1ccc(OC(=O)c2cncc(Br)c2)cc1
  1.8%, ·
- Cc1ccc(S(=O)(=O)Nc2ccc(S(=O)(=O)Nc3ncccn3)cc2)cc1
  -0.9%, ·
- Cc1ccc(-c2cc(NC(=O)CSc3n[nH]c(N)n3)n(-c3ccccc3)n2)cc1
  -0.8%, 12
- COc1cc(C2NC(=O)NC(c3ccccc3)=C2C(C)=O)c(Cl)cc1OCC(=O)O (centres undefined)
  -2.3%, 6
- CC(=O)c1c(C)nc(C)nc1NC(=O)Cc1ccccc1
  4.4%, 25

One compound at a time, as listed above. Order of values: M. tuberculosis GlmU, Mtb RmlCD inh
COc1cc(C2NC(=O)NC(c3ccccc3)=C2C(C)=O)c(Cl)cc1OCC(=O)O (centres undefined) as listed: -2.3%, 6
COc1ccc(-c2csc3ncnc(NCCN4CCOCC4)c23)cc1 as listed: 4.2%, ·
COc1ccc(-n2nnnc2SCC(=O)NCCc2ccccc2)cc1OC as listed: 0.6%, ·
Cn1c(SCC(=O)NCCN2C(=O)CSC2=O)nnc1-c1ccccc1 as listed: 2.4%, 0
CSc1nc(O)c(Cc2ccccc2)c(=O)[nH]1 as listed: -1.8%, 9

The results go on:
Sequence of screens: M. tuberculosis GlmU, Mtb RmlCD inh
- CN1C(=O)S/C(=C/c2cccnc2)C1=O
  -0.6%, 16
- O=C1c2oc3ccc(Cl)cc3c(=O)c2C(c2ccccn2)N1CCCN1CCOCC1 (centres undefined)
  -2.9%, ·
- COc1cc(CNC(C)c2ccccc2)cc(Cl)c1OCC(=O)Nc1ccccc1 (centres undefined)
  -5.8%, 4
- O=C1CCCN1CCNC(=S)Nc1ccccc1
  6.1%, 42
- Cc1cc(N2CCOCC2)ccc1/C=C1\NC(=O)N(CC(=O)Nc2ccccc2C)C1=O
  ·, 5
- CCn1c(SCc2ccc(C#N)cc2)nnc1-c1ccc(S(=O)(=O)N2CCCCC2)cc1
  7.5%, ·
- CCNC(=O)C1CN(S(=O)(=O)c2ccccc2)CCN1S(=O)(=O)c1ccccc1 (centres undefined)
  1.7%, 2
- COc1ccc(C2=NN(C(=O)c3ccco3)C(c3cc4ccccc4nc3Cl)C2)cc1 (centres undefined)
  0.8%, 28
- O=c1[nH]c(SCCOc2cccc3ccccc23)nc2ccccc12
  -7.3%, 0
- Cn1c(=O)c2c(ncn2CC(=O)Nc2ccccc2)n(C)c1=O
  -1.6%, ·
- O=C(CCc1ccccc1)NCC(=O)N/N=C/c1ccc(O)cc1O
  7.4%, 2
- O=C(/C=C/c1nc2ccccc2s1)N1CCCCCC1
  -2.8%, -7
- Cc1ccc(C(=O)Nc2nc3ccc(S(C)(=O)=O)cc3s2)s1
  12%, ·
- CCCCC(=O)Oc1ccccc1C1SCc2cc(C)c(C)cc2CS1
  9.6%, 11
- COc1ccc(OC)c(N2CC(O)(c3cccs3)[N+]3=C2SCCC3)c1 (centres undefined)
  2.9%, -5
- N=C(N)SCc1ccccn1
  6.1%, ·
- Cc1ccc(S(=O)(=O)c2c(COC(=O)c3ccc(Cl)cc3)c(-c3ccccc3)nn2C)cc1
  -3.1%, ·
- CC(=O)Nc1cccc(C(=O)/C=C/c2ccc(/C=C/C(=O)c3cccc(NC(C)=O)c3)cc2)c1
  3.0%, 5
- Cc1ccc(CSCCNC(=O)CN(c2cccc([N+](=O)[O-])c2)S(C)(=O)=O)cc1
  -0.4%, 2
- O=C(COC(=O)CCCc1nc2ccccc2s1)NC(=O)NCc1ccco1
  -4.0%, -9
- CN(CCc1ccccn1)C(=O)CCC1CCCN(C(=O)c2ccc3c(c2)OCCO3)C1 (centres undefined)
  -0.8%, ·
- CC(=O)[C@@H]1[C@@H](C)N(Cc2ccccc2)C(=O)N[C@H]1c1cccc(C(F)(F)F)c1
  3.8%, ·
- Cc1cccc(NC(=S)N(CCN(C)C)Cc2cc3cc(C)ccc3[nH]c2=O)c1
  -5.1%, 4

High-throughput results deposited in PubChem by several laboratories.

This is a subset (hit frequency here may not be typical).
